proKLK7 act = proKLK7 (human) activation, primary screen; P49862; purified proKLK7, EDANS-DABCYL substrate fluorescence; 100% is mature enzyme control, 0% vehicle; activation, % at 7 µM; actives 0.9% (n = 370,000); AID 652039;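 active = activation above the mean of all tested compounds plus 3 SD, computed per campaign excluding outliers beyond control limits, cut at about 13% in these data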
LEDGF integ inh = blocks HIV-1 LEDGF/p75-dependent DNA integration; AID 743269; TR-FRET IN-LEDGF/p75 DNA integration, Eu/Cy5; inhibition, % at 3.7 µM; actives 0.64% (n = 370,000);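 active = inhibition above the screen-wide mean plus 3 SD, cut at about 13% in these data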;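 note: signal is the Cy5 over europium emission ratio at 671 and 618 nm; 0% = plate median of compound wells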
ASAP1 GAP inh = inhibitors of human ASAP1 ArfGAP activity; ASAP1-stimulated ARF1 GTP hydrolysis, GDP FP detection; inhibition, % at 16.5 µM; actives 0.19% (n = 360,000); AID 624377; in the data active = inhibition above about 25%;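 note: 0% = vehicle with enzyme and substrate and 100% = no enzyme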
Target sequence (Q9ULH1 325-724 limits assumed): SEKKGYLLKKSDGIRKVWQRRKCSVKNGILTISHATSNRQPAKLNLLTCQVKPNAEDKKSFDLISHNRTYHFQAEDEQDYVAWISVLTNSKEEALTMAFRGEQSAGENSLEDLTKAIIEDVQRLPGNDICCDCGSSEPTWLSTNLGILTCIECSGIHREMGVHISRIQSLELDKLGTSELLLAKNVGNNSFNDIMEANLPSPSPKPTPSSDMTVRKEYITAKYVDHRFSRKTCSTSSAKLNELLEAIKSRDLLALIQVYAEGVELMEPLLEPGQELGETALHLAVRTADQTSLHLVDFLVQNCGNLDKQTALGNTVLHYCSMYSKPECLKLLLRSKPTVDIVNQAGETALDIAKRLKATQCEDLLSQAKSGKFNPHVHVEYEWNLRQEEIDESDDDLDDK
ADAM10 inh = inhibitors of human ADAM10 | O14672 | actives 0.62% (n = 370,000) | inhibition, % at 7 µM | recombinant ADAM10, EDANS/DABCYL FRET peptide cleavage, 3 h;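 active = inhibition above a per-campaign cutoff equal to the mean of compounds falling between control-based bounds plus 3 SD, cut at about 20% in these data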;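 note: 0% = DMSO wells while the 100% control is not disclosed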
PLCg1 inh = blocks human PLC-gamma1 enzyme activity; P19174; purified PLC-gamma1, fluorogenic substrate, fluorescence; inhibition, % at 12.2 µM; actives 0.84% (n = 370,000); in the data active = inhibition above about 9.5%
DDE Tn6 FP inh = inhibitors of Tn6 peptide binding to human fibrin DD(E); actives 0.21% (n = 370,000); Fibrin DD(E) TRITC-Tn6 fluorescence polarization displacement; inhibition, % at 8.3 µM; P02675;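 active = inhibition above a per-campaign cutoff: mean of compounds within control limits plus 3 SD, cut at about 15% in these data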;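 note: 0% = median of all compound wells on the plate and 100% = blocking peptide control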
Target sequence (P02675 whole entry, looked up): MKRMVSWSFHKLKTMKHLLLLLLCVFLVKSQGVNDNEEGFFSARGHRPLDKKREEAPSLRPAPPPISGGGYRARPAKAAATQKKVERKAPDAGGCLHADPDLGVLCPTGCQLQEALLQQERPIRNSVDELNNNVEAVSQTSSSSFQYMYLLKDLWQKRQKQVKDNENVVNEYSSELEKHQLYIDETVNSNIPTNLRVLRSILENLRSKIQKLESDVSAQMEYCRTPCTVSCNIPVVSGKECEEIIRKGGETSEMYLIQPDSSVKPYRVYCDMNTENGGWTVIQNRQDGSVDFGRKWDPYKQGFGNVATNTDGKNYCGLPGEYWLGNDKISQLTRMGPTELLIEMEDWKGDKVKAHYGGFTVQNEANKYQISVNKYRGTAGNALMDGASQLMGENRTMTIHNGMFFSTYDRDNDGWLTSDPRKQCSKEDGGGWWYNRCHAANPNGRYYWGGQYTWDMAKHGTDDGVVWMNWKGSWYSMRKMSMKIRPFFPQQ
Tn7 DDE FP = DD(E)-Tn7 binding inhibition, primary FP screen | inhibition, % at 8.3 µM | actives 0.13% (n = 370,000) | AID 720508 | FP displacement of FITC-Tn7 peptide from fibrin DD(E); 0% = median of compound wells per plate;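 active = inhibition above the mean of compounds falling within the control limits plus 3 SD of them, cut at about 14% in these data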;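 note: 0% = plate median of compound wells and 100% = 10 µM Aha-Tn7 peptide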
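Assay system: Fibrin-DD(E) protein isolated from polymerized human fibrin clots; read-out basis: percent inhibition; medium: Tris/NaCl/CaCl2 buffer, pH 7.8; signal: FP measurement; incubation: 10 min plus 3 h, room temperature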
ARFGAP1 inhibitor = inhibitors of rat ARFGAP1; Q62848; Arfgap1-stimulated ARF1 GTP hydrolysis, GDP FP detection; inhibition, % at 16.5 µM; actives 0.26% (n = 360,000);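 active = inhibition above a per-plate limit, mean inhibition of low control wells plus 3 SD, cut at about 25% in these data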;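 note: 0% = DMSO wells with enzyme and 100% = wells lacking Arfgap1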
Target sequence (Q62848 1-136 limits assumed): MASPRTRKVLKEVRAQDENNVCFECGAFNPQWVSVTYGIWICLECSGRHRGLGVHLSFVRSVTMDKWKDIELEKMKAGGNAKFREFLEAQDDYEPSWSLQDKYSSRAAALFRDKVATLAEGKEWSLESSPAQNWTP
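material = rat Arfgap1 catalytic domain, aa 1-136 | also added = human ARF1(Δ1-17)-GTP substrate | compound dosing = one concentration, 16.5 µM, DMSO 1.26% | times = GTP hydrolysis reaction 2 h at 25 °C | measured by = FP, GDP Alexa 633 tracer displaced from anti-GDP antibody, 620/688 nm | evaluation = percent inhibition of Arfgap1-stimulated GTP hydrolysis | replication = single well per compound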
TDP2 absorb = TDP2 (human) inhibition, absorbance primary screen | recombinant TDP2, T5PNP hydrolysis, p-nitrophenol absorbance 415 nm | inhibition, % at 12.8 µM | actives 0.34% (n = 370,000) | AID 720702;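 active = inhibition above the mean of all tested compounds plus 3 SD, set per campaign, cut at about 25% in these data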;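 note: 0% = DMSO with enzyme and 100% = buffer with substrate but no TDP2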
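System – recombinant human TDP2 · Amount – 120 nM TDP2 per well · Buffer or medium – Mg2+-containing Tris-HCl buffer, pH 7.5 · Reagent – T5PNP substrate, 5 mM · Dosing – 12.8 µM single point, 1% DMSO · Incubation – 2 h at 37 °C · Measured by – epi absorbance · Read-out basis – percent inhibition · Benchmarks – high control without enzyme, low control DMSO plus TDP2 · Repeats – singlicate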
ADAM17 inh = inhibitors of human ADAM17 | P78536 | recombinant ADAM17, EDANS/DABCYL FRET peptide cleavage | inhibition, % at 6.95 µM | actives 0.83% (n = 370,000);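 active = inhibition above the mean of compounds lying between control limits plus 3 SD, set per campaign, cut at about 8.5% in these data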;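 note: 0% = DMSO-only wells as the low control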
* = called active by the depositor; . = no result given.

proKLK7 act,LEDGF integ inh,compound,ASAP1 GAP inh,ADAM10 inh,PLCg1 inh,DDE Tn6 FP inh,Tn7 DDE FP,ARFGAP1 inhibitor,TDP2 absorb,ADAM17 inh
-0.7,-0.2,N#Cc1c(N)n(-c2ccccc2)c(=O)c2cc([N+](=O)[O-])ccc12,1.9,-1.5,-4.1,-0.1,7.3,-5.0,1.8,-3.4
0.1,-0.7,CCCn1c(SCC(=O)Nc2cc(Cl)ccc2OC)n[nH]c1=O,-5.8,2.6,-0.1,-1.6,1.2,-7.0,1.6,-2.1
-1.8,-2.4,N#C/C(=C(/O)CSc1ncn[nH]1)c1nc2ccccc2[nH]1,7.7,-66.2,-71.5,-5.8,1.0,4.2,-5.8,-24.7
0.5,-2.5,Clc1cccc(C[n+]2cc(-c3ccccc3)n3c2CCC3)c1,2.4,-0.9,0.1,5.6,1.2,1.2,0.0,-0.9
0.3,-1.1,O=C1Nc2ccc(Cl)cc2C12OCCCO2,-11.7,1.5,-1.6,-4.0,-0.8,2.8,-2.5,-1.2
-0.7,7.3,Cc1ccc(-c2nnn(CC(=O)N(c3cccc(F)c3)C(C(=O)NC3CCCC3)c3ccco3)n2)o1 (stereo unspecified),3.1,0.8,-0.5,-0.6,0.5,3.4,1.1,-0.9
0.5,-0.1,CC(=O)N1CCc2cc(S(=O)(=O)CCC(=O)Nc3ccc(Cl)cc3F)ccc21,-10.5,-7.7,-0.1,9.3,-2.1,-5.5,2.0,-6.0
-0.6,1.0,O=C(COC(=O)Cc1ccc(Cl)c(Cl)c1)NCc1ccco1,1.6,3.1,-0.9,-3.7,-8.7,-2.7,-15.5,-2.1
0.8,0.0,Cc1ccc(NC(=S)NC(=O)c2cccs2)cc1F,-12.4,3.5,-0.2,11.3,-1.2,-3.7,4.6,-0.1
-1.2,1.1,CC(=O)Nc1nc2[nH]ccc2c(=O)[nH]1,0.7,-3.9,-2.6,9.2,-4.5,1.2,-2.1,-4.5
0.3,-1.5,N#Cc1cc2c(cc1NC(=O)CCn1cnnn1)OCO2,11.4,-10.7,0.8,-0.2,-2.2,1.6,6.9,-4.0
0.5,-3.1,O=C(N/N=C/c1ccc(OCc2cnc(Cl)s2)cc1)c1ccncc1,8.1,0.1,-9.9,6.2,0.4,5.6,3.1,-0.1
-0.3,-2.1,NC(=O)CNC(=O)[C@@H]1CC2(CC(c3ccccc3)=NO2)CN1C(=O)c1ccc(Br)cc1 (stereo partly specified),4.8,3.0,6.5,-0.1,2.3,15.8,8.5,0.9
0.3,2.8,Cc1cc2c(cc1S(=O)(=O)N1CCOCC1)NC(=O)CO2,-5.6,2.8,3.0,-1.7,3.6,1.8,-2.4,-3.9
-0.1,3.0,CC1(c2ccccc2)NC(=O)N(CC#N)C1=O (stereo unspecified),-8.9,2.7,-1.3,0.9,1.1,11.1,-5.6,3.1
-0.6,1.6,CCn1c2ccccc2c2cc(NC(=O)COC(=O)c3cc(F)ccc3F)ccc21,.,2.7,1.2,-2.8,5.5,.,1.5,0.8
-0.1,2.1,Cc1ccc(C)c(C(=O)NC2CC(C)(C)NC(C)(C)C2)c1,13.6,-2.8,2.5,6.7,-3.9,-12.9,-11.8,-1.8
-0.1,-0.7,O=C1c2ccccc2NC2CCCCC12 (stereo unspecified),-6.2,-14.0,1.1,-5.3,-2.8,5.1,-10.6,4.4
0.5,0.7,FC(F)(F)c1cc(C(F)(F)F)c2ccc(N/N=C/c3ccccc3)nc2n1,-3.4,-4.0,-2.6,0.6,8.2,1.7,1.8,-2.4
0.1,4.8,COc1ccc(C(O)c2ncc(-c3ccccc3)[nH]2)cc1F (stereo unspecified),-5.4,6.0,0.7,-6.5,1.0,4.5,1.2,0.3
-0.3,-1.7,Cc1ccc(OCCn2cncn2)c([N+](=O)[O-])c1,-1.2,5.4,0.2,0.6,2.6,0.6,8.2,-5.3
0.4,3.1,CCCN(CCC)Cc1c(C(=O)N/N=C/c2cccs2)nnn1-c1nonc1N,-0.3,5.3,0.2,-1.2,-1.7,4.1,-11.9,4.0
0.1,-2.2,c1ccc(CNc2nc3ccccc3n2CCN2CCOCC2)nc1,9.2,-2.3,1.2,2.2,0.0,4.3,-0.2,-1.0
0.3,-2.8,CCC(C)NC(=O)c1ccc(C)c(NC(=O)C2=C(C)OCCS2)c1 (stereo unspecified),16.3,-5.9,-2.8,3.7,7.4,-9.7,18.0,-1.8
1.0,-5.5,O=C(CSc1nnc(-c2n[nH]c3ccccc23)n1-c1ccccc1)Nc1ccccc1Cl,13.8,10.6,0.0,3.2,1.3,9.0,-7.5,4.8
-0.2,0.6,COc1ccc(-c2c(O)c(C#N)c(-c3ccccc3)n(-c3ccc(OC)cc3)c2=O)cc1,6.5,-10.3,-314.7,1.5,3.2,2.1,-2.2,-6.3
-0.4,-5.5,CC1CN(C(=O)CCC(=O)N2CCCCC2)c2cc(Cl)ccc2O1 (stereo unspecified),-6.4,-7.0,9.5,-8.8,3.1,5.9,-9.6,3.8
-0.2,3.7,COc1ccccc1C1N(c2ccc(Cl)cc2)C(=O)C2CCCN21 (stereo unspecified),-0.4,6.1,3.0,-2.4,-6.5,4.2,-7.1,9.8*
-0.3,7.6,COc1ccccc1CNC(=O)C(=O)NCC1OCCN1C(=O)c1ccc(Cl)cc1 (stereo unspecified),-6.7,8.1,2.7,-4.0,-4.2,-14.7,-9.9,3.5
-0.7,3.8,O=C1C=C(c2ccccc2)OC(=O)C1C(=O)c1ccccc1 (stereo unspecified),-3.8,8.4,3.8,3.9,0.0,-5.5,-6.6,0.8

Structures listed so far containing a furan ring, fused or not, in the order listed:
proKLK7 act,LEDGF integ inh,compound,ASAP1 GAP inh,ADAM10 inh,PLCg1 inh,DDE Tn6 FP inh,Tn7 DDE FP,ARFGAP1 inhibitor,TDP2 absorb,ADAM17 inh
-0.7,7.3,Cc1ccc(-c2nnn(CC(=O)N(c3cccc(F)c3)C(C(=O)NC3CCCC3)c3ccco3)n2)o1 (stereo unspecified),3.1,0.8,-0.5,-0.6,0.5,3.4,1.1,-0.9
-0.6,1.0,O=C(COC(=O)Cc1ccc(Cl)c(Cl)c1)NCc1ccco1,1.6,3.1,-0.9,-3.7,-8.7,-2.7,-15.5,-2.1

(continued)
proKLK7 act,LEDGF integ inh,compound,ASAP1 GAP inh,ADAM10 inh,PLCg1 inh,DDE Tn6 FP inh,Tn7 DDE FP,ARFGAP1 inhibitor,TDP2 absorb,ADAM17 inh
0.1,0.4,Cc1cc(C)c2nc(N(CCCN(C)C)C(=O)c3ccc4c(c3)OCCO4)sc2c1,7.9,3.4,2.4,-7.8,-9.2,4.6,-11.2,-3.1
-0.7,3.1,O=C(O)c1ccccc1OC(=O)C12CC3CC(CC(C3)C1)C2,-7.3,1.3,6.2,0.6,-4.9,-3.6,-16.4,0.1
-0.1,5.3,COc1ccc(C2=NOC(C(=O)Nc3cccc(O)c3)C2)cc1 (stereo unspecified),-5.7,0.5,1.8,3.8,0.5,2.3,-11.2,-1.5
-0.8,-2.0,O=C(Nc1ccc(N2CCOCC2)cc1)c1cccc(S(=O)(=O)N2CCC(Cc3ccccc3)CC2)c1,1.5,5.7,5.8,-1.8,1.4,-2.7,-13.4,1.7
-0.2,1.4,CCNC(=O)CNC(=O)c1nn(Cc2ccccc2)c(=O)c2ccccc12,7.1,12.6,3.4,0.5,2.4,17.5,-12.3,-1.8
0.2,0.0,O=C(NC1CCc2ccccc21)C12CN(Cc3ccccc3)CC1C(c1cccc([N+](=O)[O-])c1)=NO2 (stereo unspecified),19.7,4.3,1.0,1.8,-2.2,-7.3,4.8,1.2
-0.6,-0.6,Cc1ccccc1-n1c(SCc2cccc(F)c2)nc2[nH]ncc2c1=O,5.5,17.9,4.6,5.4,0.3,7.4,-3.4,6.9
-0.1,-4.3,COc1cc(/C=C(/C(=O)c2cccs2)c2nc3ccccc3[nH]2)cc(OC)c1O,-3.9,-8.4,-39.0,-8.7,-4.7,9.9,3.1,-3.4
0.1,0.5,COc1cccc(NC(=O)c2ccccc2N2C(=O)C3C4C=CC(C5CC45)C3C2=O)c1 (stereo unspecified),2.5,-5.3,2.7,-0.4,5.5,0.5,-12.6,0.1
0.4,-5.0,COc1ccc(C/C(C)=N\NC(=O)c2c[nH]c3ccccc23)cc1OC,4.8,0.9,-2.7,4.4,1.0,8.0,-2.5,-2.4
0.5,1.8,Cc1noc(C)c1COC(=O)c1ccc2c(c1)S(=O)(=O)c1ccccc1C2=O,8.3,6.0,3.4,0.6,-2.3,14.4,8.9,-0.9
0.4,-3.8,CCCNC(=O)CC1C(=O)N(Cc2ccccc2)C(C)c2nc3ccccc3n21 (stereo unspecified),-11.8,-0.1,1.5,1.2,-2.0,3.7,-9.5,0.5
0.3,-2.0,CCSc1nnc(NC(=O)C(CC)(C(F)(F)F)C(F)(F)F)s1,12.1,5.2,-0.2,0.7,-1.3,-3.5,-1.5,-1.6
1.6,2.3,CC(=O)Nc1ccc(-c2csc(NC(=O)CC(NC(C)=O)c3ccccc3)n2)cc1 (stereo unspecified),-14.2,-44.5,-62.3,9.5,-6.5,7.1,0.6,-21.1
0.3,2.9,O=C(Nc1ccncc1NC(=O)c1cccc([N+](=O)[O-])c1)c1cccc([N+](=O)[O-])c1,8.4,-0.9,2.8,-4.7,-0.5,0.6,18.4,-3.6
-0.3,-2.2,CC(OC(=O)CNC(=O)C12CC3CC(CC(C3)C1)C2)C(=O)Nc1ccc(N2CCOCC2)cc1 (stereo unspecified),3.7,-1.6,-1.0,2.3,5.8,4.2,5.5,-4.8
-0.5,-0.9,O=S(=O)(Nc1cccc(CCc2ccccn2)c1)c1ccc2ccccc2c1,-2.4,12.0,-37.6,-4.2,-5.5,1.9,-17.5,1.5
0.7,4.1,COc1cc2c(c(OC)c1OC)[C@@]1(c3ccccc3)CCCC[C@H]1[C@@H]2NC(=O)C(F)(F)F,4.5,2.0,-2.2,1.3,-2.8,-4.4,-3.0,1.3
-0.1,-1.5,CCOc1ccccc1N1C(=O)CC(Sc2ccccc2N)C1=O (stereo unspecified),9.3,-3.5,0.2,7.4,5.3,17.2,-7.0,-8.2

Already shown: entries from further up.
proKLK7 act,LEDGF integ inh,compound,ASAP1 GAP inh,ADAM10 inh,PLCg1 inh,DDE Tn6 FP inh,Tn7 DDE FP,ARFGAP1 inhibitor,TDP2 absorb,ADAM17 inh
-0.7,3.8,O=C1C=C(c2ccccc2)OC(=O)C1C(=O)c1ccccc1 (stereo unspecified),-3.8,8.4,3.8,3.9,0.0,-5.5,-6.6,0.8
0.1,0.4,Cc1cc(C)c2nc(N(CCCN(C)C)C(=O)c3ccc4c(c3)OCCO4)sc2c1,7.9,3.4,2.4,-7.8,-9.2,4.6,-11.2,-3.1
-0.7,3.1,O=C(O)c1ccccc1OC(=O)C12CC3CC(CC(C3)C1)C2,-7.3,1.3,6.2,0.6,-4.9,-3.6,-16.4,0.1
